Assay outcomes (PubChem BioAssay)
S1P3 antag – S1P3 receptor antagonists, primary screen, cell-based | Sphingosine 1-phosphate receptor 3 (Homo sapiens), Q99500 | inhibition, % at 4.98 µM | actives 0.27% (n = 170,000) | CHO S1P3 NFAT-BLA reporter, FRET fluorescence, antagonist mode;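 active means inhibition above the plate cutoff, the mean inhibition of test wells on that plate plus 3 SD, cut at about 28% in these data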;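 further: cells challenged with S1P at its EC80 of 0.8 µM; blue over green emission ratio from cleaved BLA substrate after 4 h stimulation; 0% = S1P-stimulated wells and 100% = unstimulated DMSO-only wells; some compounds past the cut are filed as inactive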
Target sequence (Q99500 whole entry, looked up): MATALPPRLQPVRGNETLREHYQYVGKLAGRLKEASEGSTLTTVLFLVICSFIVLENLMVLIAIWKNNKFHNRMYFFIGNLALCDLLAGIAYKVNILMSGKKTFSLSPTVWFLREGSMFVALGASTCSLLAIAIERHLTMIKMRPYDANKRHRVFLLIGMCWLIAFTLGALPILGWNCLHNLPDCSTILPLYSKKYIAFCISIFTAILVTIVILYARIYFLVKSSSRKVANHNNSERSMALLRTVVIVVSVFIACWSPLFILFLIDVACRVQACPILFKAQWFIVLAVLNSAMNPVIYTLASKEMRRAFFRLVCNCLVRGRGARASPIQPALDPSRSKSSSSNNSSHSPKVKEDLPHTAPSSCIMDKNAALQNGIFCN
Starred values were filed as active, the others as inactive. Not all compounds are listed, so the mix of outcomes need not match the whole.

SMILES	S1P3 antag
CCN(CC(=O)Nc1ccc(C(=O)Nc2ccc(OC)cc2)cc1)Cc1nc2ccccc2c(=O)[nH]1	-5
CCOC(=O)/C(C#N)=C/c1c(N2CCN(Cc3ccc4c(c3)OCO4)CC2)nc2c(C)cccn2c1=O	-1
Cc1nn(-c2ccccn2)c(N)c1N=O	10
CC1C(=O)NC(=O)C1c1ccccc1 (stereo not given)	6
NC(=O)c1cccc2ccccc12	11
CCOC(=O)c1cc2c(=O)n3cccc(C)c3nc2n(CCOC)c1=NC(C)=O	-3
Cc1ccc(NC(=O)O/N=C/c2c(C)nn(C(C)(C)C)c2C)cc1Cl	-12
CS(=O)(=O)NCC(c1cccnc1)N1CCN(c2ccccc2F)CC1 (stereo not given)	-3
CC(C)Cn1nc(NC(=O)c2ccco2)c2cc3ccccc3nc21	-1
O=C(O)/C=C/c1ccc(S(=O)(=O)NCc2cccnc2)cc1	0
CC1CCN(Cc2cc(=O)oc3ccc4ccccc4c23)CC1	-9
COc1ccc(NC(=O)Nc2nc3ccccc3s2)cc1	1
CC(C)(C)OC(=O)NCCCCCC(=O)N/N=C/c1coc2ccccc2c1=O	1
Cc1cc2sc3nc(=O)n(-c4ccccc4)c(=O)n3c2cc1C	7
CSc1nc(N)cc(=O)[nH]1	-1
CCOC(=O)c1c(C)nc(C)c(C(=O)OCC)c1-c1cccnc1	8
CCCCOC(=O)C1=C(N)N2C(=O)C(C)SC2=C(C(=O)OCC)C1c1ccc(O)c(OC)c1 (stereo not given)	5
CC(=O)Nc1ccc(C(=O)N/C(=C\c2ccccc2)C(=O)Nc2cccc(C(=O)O)c2)cc1	-3
COc1ccc(CCNC(=O)/C(C#N)=C2\N=C(NC(=O)c3ccco3)c3ccccc32)cc1	-13
CC(C)Nc1nc(N)c(C(=O)C23CC4CC(CC(C4)C2)C3)s1	10
Cc1cc2c(NS(=O)(=O)c3ccc(F)cc3)cccc2nn1	-6
N#CC(C(=O)NC1CCCCC1)c1nc2ccccc2nc1N1CCCCC1 (stereo not given)	-5
CSCC[C@H](NC(=O)OC(C)(C)C)C(=O)NCC1CCC(C(=O)O)CC1 (stereo not given in full)	-6
CCOC(=O)C1(Cc2cccc(F)c2)CCN(Cc2ccc(COC)o2)CC1	-1
COC(=O)c1cc2c(cc1Cl)N1CCCCCC1=NS2(=O)=O	-5
CCCCOC(=O)c1nnc(-c2ccc(Cl)cc2)o1	2
N/C(CN1CCCCC1)=N\S(=O)(=O)c1cc(Cl)cc(Cl)c1	6
Cc1ccc(NC(=O)N2CCN(C)CC2)cc1NC(=O)N1CCN(C)CC1	2
Nc1ccc(N=Nc2ccccc2)c2ccccc12	3
O=C(Nc1ccc2ccccc2c1)c1cccc(F)c1	2
O=C(NNc1ccc(F)cc1)c1c(F)cccc1Cl	16
S=C1NCN(Cc2cccnc2)CN1c1cccc(Cl)c1	6
Cc1nn(CC(=O)O)c(C)c1N	14
CN(NC(=O)c1ccc(Cl)cc1)c1ncc(C(F)(F)F)cc1Cl	7
COc1cc(C(=O)O)c([N+](=O)[O-])c(OC)c1OC	0
Cc1c[nH]c(=O)c([N+](=O)[O-])c1	10
CC(C)(C)c1ccc2c(c1)OC(C(=O)N/N=C\c1ccc(-c3cccc(C(=O)O)c3)o1)CO2 (stereo not given)	-12
COc1ccc(-c2cc(-c3ccco3)[nH]c(=O)c2C#N)cc1	4
COc1ccc(C2C(C(=O)c3cccs3)=C(O)C(=O)N2c2cccc(C)n2)cc1 (stereo not given)	-8
Cc1ccc(C2CC(=O)C=C(NCc3ccccc3)C2)cc1 (stereo not given)	-4
Cc1ccc(Sc2cc(NCCCO)c([N+](=O)[O-])c3nonc23)cc1	-11
O=C(CSc1nnc(-c2ccncc2)n1Cc1ccccc1)NC1CCCCC1	-15
COc1ccc(N=Cc2c(O)c3ccccc3n2C(C)=O)cc1	-6
COc1ccc(/C=N/Nc2cc(C)nc(N3CCOCC3)n2)c(OC)c1	-7
Cc1ccc(-c2ccccc2)n1-c1cccc(C(=O)O)c1	0
CNC(=O)NC(=O)Cn1nc2n(c1=O)-c1ccccc1SC2	-2
Cc1c(OCc2ccc(C(=O)O)cc2)ccc2c(-c3ccccc3)cc(=O)oc12	-14
Cc1nc2sc(C(c3ccccc3)N3CCN(CCO)CC3)c(O)n2n1 (stereo not given)	-1

Arranged by value in S1P3 antag (highest first): three of the compounds above.
SMILES	S1P3 antag
COc1ccc(-c2cc(-c3ccco3)[nH]c(=O)c2C#N)cc1	4
Cc1nc2sc(C(c3ccccc3)N3CCN(CCO)CC3)c(O)n2n1 (stereo not given)	-1
O=C(CSc1nnc(-c2ccncc2)n1Cc1ccccc1)NC1CCCCC1	-15

(list continues)
SMILES	S1P3 antag
CC(C)=NOc1nc(N2CCOCC2)nc(N2CCOCC2)n1	-4
Cc1ccc(S(=O)(=O)NC(C)(C)CN2CCc3ccccc3C2)cc1	0
COCCn1c(SCC(=O)N2CCN(c3ccccc3)CC2)nc2c(c1=O)SC(C)C2 (stereo not given)	6
Nc1nc(CCl)nc(Nc2ccc3ccccc3c2)n1	-15
CCCCNc1cc(Cl)nc(N)n1	-5
COC(=O)c1sccc1NN1C(=O)c2ccccc2C1=O	-11
CC(/C=N/NC(=O)c1ccccn1)=C\c1ccco1	9
O=C(Nc1ccc(F)cc1)C(=O)c1c(O)[nH]c2ccc([N+](=O)[O-])cc12	-1
COC(=O)C1=C(C)N(c2ccc(OC)cc2)C(C)=C(C(=O)OC)C1c1ccc(OC)cc1	17
Cc1ccc2nc(NC3=NCN(Cc4ccco4)CN3)nc(C)c2c1	-14
CCCOc1nc2c(c(=O)n(C)c(=O)n2C)n1C	3
Cc1ccc(-c2c[n+](Cc3ccc(Cl)cc3)c3n2CCC3)cc1	2
Cn1nnnc1SCC(=O)NC(=O)c1cccc([N+](=O)[O-])c1	-12
Cc1cccc(NC(=S)N/N=C/c2cccc(O)c2)c1C	7
Cc1ccc(N=C(N)N=C(N)N)c(C)c1	8
CCOc1cc(/C=C2\SC(=O)N(c3ccc(O)cc3)C2=O)ccc1O	2
CN(C(=O)COC(=O)/C=C/c1cccc([N+](=O)[O-])c1)C1CCS(=O)(=O)C1 (stereo not given)	-4
NC(=O)COC(=O)c1ccc(-c2ccc(O)cc2)cc1	-4
COc1ccc(NC(=O)C2CCCN(S(=O)(=O)c3cccnc3)C2)cc1OC (stereo not given)	6
COc1ccc(-c2c[n+]3c(n2-c2ccc(C)cc2)CCCCC3)cc1	-13
CCCC(=O)NC(=S)Nc1cc(-c2nc3ncccc3o2)ccc1C	-3
CC1CCC2(CC1)NC(=O)N(CC(=O)Nc1cccc(S(=O)(=O)N3CCOCC3)c1)C2=O (stereo not given)	3
CCOc1ccc(/C(O)=C2/C(=O)C(=O)N(CCN(CC)CC)C2c2cccs2)cc1 (stereo not given)	-1
CCc1nnc2n1N=C(c1cccc([N+](=O)[O-])c1)CS2	20
Cc1nnc(SCCn2c(N3CCC(Cc4ccccc4)CC3)nc3c2c(=O)[nH]c(=O)n3C)s1	-23
O=C(CN1CCN(C(c2ccccc2)c2ccccc2)CC1)N1N=CCC1c1ccccc1 (stereo not given)	10
COc1ccc(/C=C2\SC(=S)N(C(C(=O)O)c3ccccc3)C2=O)c(OC)c1 (stereo not given)	-10
COc1ccc(N=CC=C2OC(C)(C)C(C)(C)O2)cc1OC	-3
Cc1cc2c(NC(=O)Nc3ccc(C(F)(F)F)cc3)cccc2nn1	-3
COc1ccc(N2C(=O)[C@@H]3[C@H](C2=O)[C@H]2C=CC=NN2[C@@H]3C(=O)Nc2ccc(Cl)cc2)cc1	8
Cc1cc(SCC2=NNC(=O)C2)c(Cl)cc1Cl	-18
C=C1SC(=Nc2c(C)cccc2Cl)N(C(=O)c2sc3ccccc3c2Cl)C12CCCCC2	3
N#Cc1ccc(OCc2noc(-c3ccsc3)n2)cc1	-2
O=C(NCc1ccccc1)c1ccc(=O)oc1	-13
CCOC(=O)c1c(CN(CC)CC)n(C)c2cc(Br)c(O)cc12	-18
C/C(=N\NC(=O)c1cccc(S(=O)(=O)N2CCOCC2)c1)c1ccco1	-14
COc1ccc(CN(C)C(=O)c2cnc(OC)cc2C(F)(F)F)c(OC)c1	-1
Cc1nn(CC(=O)N/N=C/c2ccc(F)cc2)c(C)c1[N+](=O)[O-]	-3
COCCCNc1nc2ccccc2nc1NS(=O)(=O)c1ccc(C)cc1C	-4
C=CCc1ccccc1OCC(=O)O	-14
CCOC(=O)c1cc(C#N)c(Nc2ccccc2OC)nc1C(F)(F)F	-4
Cn1c(=O)cc(C(=O)N/N=C/c2ccc(Cl)cc2)[nH]c1=O	-5
COc1cccc(CN2CCNC(=O)C2CC(=O)NCCn2nc(C)cc2C)c1OC (stereo not given)	-6
CCn1c(SCc2nc3ccccc3s2)nc2cc(S(=O)(=O)N3CCOCC3)ccc21	11
CC(C)c1ccc(Nc2nc(Cl)nc(NCc3ccco3)n2)cc1	-4
COCc1cc(=O)n2[nH]c(N)nc2n1	7
O=C(CNC(=O)c1ccc(F)cc1)Nc1ccccc1C(F)(F)F	-13
N/C(CS(=O)(=O)c1ccc(F)cc1)=N\O	-6
Cc1ccc(C(=O)N/C(=C\c2cn(C)c3ccccc23)C(=O)OCCN(C)C)cc1	3
COc1ccccc1CNc1ncnc2c1cnn2-c1ccccc1	15
N#CC1=C(N)Nc2ncnn2C1c1ccc([N+](=O)[O-])cc1 (stereo not given)	-7
O=C(Nc1sc(-c2ccccc2)cc1C(=O)O)c1ccccc1	17
COC(=O)c1cccc(NC(=O)NC(=O)c2ccccc2Cl)c1	5
COc1ccc([N+](=O)[O-])cc1NC(=S)NC(NC(C)=O)C(Cl)(Cl)Cl (stereo not given)	-6
CC(C)(ONC(=O)Nc1ccccc1Cl)C(=O)O	3
O=S(=O)(CCN1CCSCC1)c1ccc(Cl)cc1	-3
Cc1ccc2[nH]c(O)c(N=NC(N)=S)c2c1	-7
Cc1ccccc1-n1cnc2c(sc3nc(N4CCOCC4)c4c(c32)CCCC4)c1=O	14
O=C(NC(=S)N1CCN(c2ccccc2)CC1)c1ccc(S(=O)(=O)N2CCOCC2)cc1	0
COC(=O)c1sc(-c2ccc(Cl)cc2)cc1N	-2

Gathered by group: those above containing a nitro group on carbon (ten)
SMILES	S1P3 antag
COc1cc(C(=O)O)c([N+](=O)[O-])c(OC)c1OC	0
Cc1c[nH]c(=O)c([N+](=O)[O-])c1	10
Cc1ccc(Sc2cc(NCCCO)c([N+](=O)[O-])c3nonc23)cc1	-11
O=C(Nc1ccc(F)cc1)C(=O)c1c(O)[nH]c2ccc([N+](=O)[O-])cc12	-1
Cn1nnnc1SCC(=O)NC(=O)c1cccc([N+](=O)[O-])c1	-12
CN(C(=O)COC(=O)/C=C/c1cccc([N+](=O)[O-])c1)C1CCS(=O)(=O)C1 (stereo not given)	-4
CCc1nnc2n1N=C(c1cccc([N+](=O)[O-])c1)CS2	20
Cc1nn(CC(=O)N/N=C/c2ccc(F)cc2)c(C)c1[N+](=O)[O-]	-3
N#CC1=C(N)Nc2ncnn2C1c1ccc([N+](=O)[O-])cc1 (stereo not given)	-7
COc1ccc([N+](=O)[O-])cc1NC(=S)NC(NC(C)=O)C(Cl)(Cl)Cl (stereo not given)	-6

More entries.
SMILES	S1P3 antag
CCn1c(N2CCN(CC(=O)c3c(C)n(C)c4ccc(OC)cc34)CC2)nc2c1c(=O)[nH]c(=O)n2C	-5
COc1cccc(Oc2nc(-c3ccncc3)nc3ccccc23)c1	3
COc1c(C)cc(C(=O)C2CCCN(C(=O)CCCn3cncn3)C2)cc1C (stereo not given)	-1
C=CCN1C(=O)/C(=c2\sc3nc(=O)c(Cc4ccc(OC)c(OC)c4)nn3c2=O)c2ccccc21	-13
CC(=O)N1CCC(c2c[nH]c3ccccc23)CC1	-1
C=CCNC(=O)N[C@@H](Cc1ccccc1)C(=O)OC	2
CC(=O)Nc1cc(O)cc(O)c1	-8
Cc1c([N+](=O)[O-])c(C(=O)Sc2ccc(Br)cc2)nn1C	-7
CCCn1c(CCC(=O)O)nc2cc(S(=O)(=O)N3CCCC3)ccc21	-11
COc1cc(NC(=O)Nc2cccc(Cl)c2)c(C(=O)O)cc1OC	-4
C[C@H](N)C(=O)OCc1ccc([N+](=O)[O-])cc1	-12
CCC1SC(C)C/C(=N/NC(N)=O)C1C (stereo not given)	-4
N#C/C(=C/c1ccc(F)cc1)S(=O)(=O)c1ccccc1	14
CCn1c(=O)c([N+](=O)[O-])c(N2CCSCC2)c2ccccc21	14
CN(C)c1ccc2c(c1)Sc1cc(N(C)C)ccc1N2C(=O)c1ccccc1	1
COc1ccccc1C(=O)Nc1ccc2c(c1)nc(CCNC(=O)c1ccccc1)n2C	-13
Cc1cccc2sc(NC(=O)[C@H](C)N3C(=O)C4CC=CCC4C3=O)nc12 (stereo not given in full)	0
CC(=O)N/C(=C/c1ccc(OS(=O)(=O)c2ccc(C)cc2)cc1)C(=O)NCCCO	3
CCS(=O)(=O)C(C)(CCl)C(=O)Nc1ccc(C(=O)OC)cc1 (stereo not given)	-4
COc1ccc(OC)c(C2=NOC(C(=O)Nc3c(C)n(C)n(-c4ccccc4)c3=O)C2)c1 (stereo not given)	11
Cc1cc(C)c(S(=O)(=O)Nc2ccc(N3CCOCC3)cc2)c(C)c1	1
CCOC(=O)c1ccccc1-n1nnnc1C	-9
COCCNC(=O)/C(C#N)=C/c1ccc(O)cc1	6
NN1C(=O)/C(=C\c2ccco2)SC1=S	-3
O=S(=O)(CCN1CCN(c2ccccn2)CC1)c1ccc(Cl)cc1Cl	8
Cc1nc2ccccn2c1-c1ccnc(SCc2ccc(Cl)cc2)n1	10
COc1cccc(C2CC(=O)Nc3n[nH]c(-c4ccccc4)c32)c1OC (stereo not given)	-3
O=S(=O)(c1ccc(F)cc1)N1CC=C(c2ccccc2)CC1	-11
O=c1[nH]nc(SCCS(=O)(=O)c2ccc(F)cc2)n1-c1ccc2c(c1)OCCO2	-3

Retrieved by structure from the list above, 4 records:
SMILES	S1P3 antag
O=S(=O)(c1ccc(F)cc1)N1CC=C(c2ccccc2)CC1	-11
Cc1nc2ccccn2c1-c1ccnc(SCc2ccc(Cl)cc2)n1	10
O=S(=O)(CCN1CCN(c2ccccn2)CC1)c1ccc(Cl)cc1Cl	8
COc1cccc(C2CC(=O)Nc3n[nH]c(-c4ccccc4)c32)c1OC (stereo not given)	-3
